Tat export inh – inhibitors of E. coli Tat protein transport | E. coli MC4100 TorA-mCherry Tat export, fluorescence | actives 0.036% (n = 340,000) | inhibition, % at 10 µM | AID 488895;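 active means mean replicate inhibition at least 50% and at least half of replicates individually reaching 50%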;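 further: exported cargo escapes ClpAP degradation while cytoplasmic cargo is degraded and loses fluorescence; 0% = median of neutral control wells and 100% = median of NaSCN control wells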
phage Ecoli inh – E. coli growth loss with phage present | growth absorbance | AID 651602 | inhibition, % at 11.9 µM | actives 0.26% (n = 360,000); in the data active means inhibition above about 11%
Rtt109 HAT inh – inhibitors of Candida albicans Rtt109/Vps75 histone acetyltransferase | Q5AAJ8 | purified Rtt109/Vps75, ThioGlo CoA-SH fluorescence, 4 h | inhibition, % at 34.9 µM | actives 0.16% (n = 330,000) | AID 540336;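 active means inhibition of at least 50% in every replicate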
Target sequence (Q5AAJ8 whole entry, looked up): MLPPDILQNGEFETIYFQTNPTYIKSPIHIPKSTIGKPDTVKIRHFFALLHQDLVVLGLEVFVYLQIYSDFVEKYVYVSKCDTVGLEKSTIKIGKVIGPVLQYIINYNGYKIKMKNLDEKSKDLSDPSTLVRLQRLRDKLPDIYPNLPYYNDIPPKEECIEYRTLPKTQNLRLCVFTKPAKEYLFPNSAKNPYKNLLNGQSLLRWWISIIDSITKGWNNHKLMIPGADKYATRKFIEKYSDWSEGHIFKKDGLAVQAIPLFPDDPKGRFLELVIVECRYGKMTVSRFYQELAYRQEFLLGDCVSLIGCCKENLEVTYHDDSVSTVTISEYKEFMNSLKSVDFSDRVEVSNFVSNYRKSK
AddAB inh – less growth of phage-infected E. coli with AddAB; E. coli expressing H. pylori AddAB, absorbance growth; inhibition, % at 11.9 µM; actives 0.29% (n = 330,000); AID 435030; in the data active means inhibition above about 12%;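 further: 0% = vehicle wells of infected cells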
PvdQ inh – P. aeruginosa PvdQ acylase inhibition; inhibition, % at 10 µM; purified PvdQ acylase, fluorescence plate reader; AID 488965; actives 0.063% (n = 340,000); in the data active means inhibition above about 30%, passing the limit was not always enough;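 further: 0% = vehicle neutral wells and 100% = reference inhibitor wells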
PfHsp90 set2 – reduces growth (ATP signal) of yeast expressing P. falciparum Hsp90 | S. cerevisiae expressing PfHsp90, BacTiter-Glo ATP, 48 h; yeast lacking PDR1 and PDR3 efflux regulators | actives 0.32% (n = 310,000) | inhibition, % at 9.4 µM;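 active means every replicate shows inhibition above about 80%, whatever the replicate mean, limit read from the data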;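 further: 0% = DMSO neutral controls and 100% = 20 µM radicicol positive controls; yeast relying on Plasmodium falciparum Hsp90 in place of its own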
Ecoli viability – counter-screen for AddAB inhibitors: E. coli growth inhibition. E. coli V3065 growth, OD600 absorbance, 18 h. inhibition, % at 11.9 µM. actives 0.27% (n = 330,000). AID 449728;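 active means inhibition above the campaign's mean inhibition across all tested compounds plus 3 SD, cut at about 9.9% in these data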;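 further: uninfected addAB+ strain grown without phage in ampicillin broth; 0% = DMSO wells and 100% = ciprofloxacin 0.95 µg/ml wells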
CAL PDZ FP – inhibitors of human CAL PDZ peptide binding. Q9HD26. purified CAL PDZ, TMR-peptide fluorescence polarization, 1 h. inhibition, % at 20 µM. actives 0.02% (n = 330,000). AID 504414;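 active means highest replicate inhibition of at least 40%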;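 further: plate controls were DMSO neutral control wells for no effect and unlabeled competitor peptide control wells for full effect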
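Control set: unlabelled peptide and DMSO controls / Material: purified CerCALP PDZ construct / Timing: 1 h incubation at room temperature before polarization reading / Doses: 20 µM, one dose / Detection: fluorescence polarization (mP)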
DAGLB inh – blocks human DAGLB lipase activity | inhibition, % at 5.17 µM | HEK293T DAGLB membrane lysate, EnzChek fluorogenic substrate | actives 0.059% (n = 340,000); in the data active means inhibition above about 34%;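 further: 0% = enzyme with vehicle and 100% = wells lacking enzyme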
Target sequence (Q8NCG7 whole entry, looked up): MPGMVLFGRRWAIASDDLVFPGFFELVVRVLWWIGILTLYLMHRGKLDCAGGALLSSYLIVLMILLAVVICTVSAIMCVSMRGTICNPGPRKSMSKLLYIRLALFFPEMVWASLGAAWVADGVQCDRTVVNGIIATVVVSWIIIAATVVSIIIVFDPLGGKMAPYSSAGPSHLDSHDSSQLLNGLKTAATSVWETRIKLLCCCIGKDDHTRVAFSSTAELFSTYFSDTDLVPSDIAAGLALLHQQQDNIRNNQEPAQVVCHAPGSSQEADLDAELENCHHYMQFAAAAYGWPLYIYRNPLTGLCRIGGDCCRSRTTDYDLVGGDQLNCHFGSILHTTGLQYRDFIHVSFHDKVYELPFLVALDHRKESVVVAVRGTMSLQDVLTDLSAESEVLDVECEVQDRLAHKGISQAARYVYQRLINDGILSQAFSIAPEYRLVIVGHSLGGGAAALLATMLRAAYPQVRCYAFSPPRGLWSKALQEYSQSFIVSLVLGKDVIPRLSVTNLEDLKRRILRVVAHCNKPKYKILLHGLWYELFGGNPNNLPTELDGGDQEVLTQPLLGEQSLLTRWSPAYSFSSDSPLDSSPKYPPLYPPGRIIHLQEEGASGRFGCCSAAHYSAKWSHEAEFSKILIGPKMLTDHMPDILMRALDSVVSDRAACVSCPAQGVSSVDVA
Wnt bcat act – activators of Wnt/beta-catenin signaling. Wnt/beta-catenin reporter cell assay, activator, plate reader. activation, % at 9.35 µM. actives 1.2% (n = 300,000). AID 743398; in the data active means activation above about 30%, passing the limit was not always enough;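 further: 0% = neutral control wells and 100% = positive control wells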
Numbers without * were called inactive; x = no result given.

Second line of a record: Tat export inh, phage Ecoli inh, Rtt109 HAT inh, AddAB inh, PvdQ inh, PfHsp90 set2, Ecoli viability, CAL PDZ FP, DAGLB inh, Wnt bcat act
- O=C(NCCO)C(=O)c1c(-c2ccccc2)cc2ccccn12
→ -8.6, 1.7, 4.5, 0.2, 1.9, -2.9, 0.4, 0.5, 0.3, -0.7
- O=C(NCc1ccccc1)C(=O)NCC1COc2ccccc2O1 (stereo not given)
→ -15.1, 3.6, -5.4, 0.5, -11.6, -19.6, -1.2, -2.5, -1.8, x
- CC(=O)c1ccc2c3c(cccc13)C(=O)N(c1c(C)nn(C)c1C)C2=O
→ 7.7, 0.7, 3.1, 0.3, 2.4, -1.2, 0.0, -2.5, 1.3, -1.4
- COC(=O)c1cc2c(ccn2C)n1C
→ -7.2, 3.0, -6.5, 6.2, -12.1, -20.1, 1.6, -0.3, -5.9, -0.2
- CCOC(=O)c1c(C)sc2c1N(C(C)=O)c1cc(Cl)ccc1S2
→ 12.3, 0.7, 6.6, 4.8, -12.5, -29.3, 2.1, -1.7, -3.7, -2.5
- N=c1c(S(=O)(=O)c2ccc(Br)cc2)cc2c(=O)n3ccccc3nc2n1C1CCCC1
→ -6.0, -1.0, 2.2, -4.4, -6.4, -42.9, -1.4, -1.3, 0.8, 5.0
- COc1ccc(NC(=O)C2CCC(N3C(=O)C4CCCCC4C3=O)CC2)cc1 (stereo not given)
→ 5.2, 0.1, -8.9, 2.9, 0.2, 2.8, 0.1, -1.5, 1.2, 0.1
- N#Cc1cn(N2CCCCC2)c(=O)[nH]c1=O
→ -1.6, -0.6, -2.5, -0.3, 0.1, -4.7, 1.4, -0.2, -0.7, 4.5
- NC(=O)Nc1ccc(C(=O)OCC(=O)N2CCc3ccccc3C2)cc1
→ 1.7, 2.1, 5.7, 1.6, -7.6, 13.5, 0.9, -1.7, 2.8, 1.7
- Cc1ccc(S(=O)(=O)NCC(=O)N(CC(=O)NCC2CCCO2)Cc2ccc(Cl)cc2)cc1 (stereo not given)
→ -0.4, -0.1, -5.7, 1.2, -3.8, -41.9, -1.3, -0.7, 1.2, -0.8
- c1ccc2[nH]c(NCCCN3CCOCC3)nc2c1
→ -3.8, 1.5, 8.6, 1.4, -4.4, 16.3, -2.2, -0.6, 2.4, 0.1
- COc1cc(-c2nnc3sc(Cc4ccc(Cl)cc4)nn23)cc(OC)c1OC
→ 4.1, -0.6, -8.0, 0.7, -10.2, -20.6, 2.0, -4.3, -0.8, 9.4
- CC1=NN(C(=O)c2ccc(Br)cc2)C(O)(c2ccccc2)C1 (stereo not given)
→ -1.3, 4.3, 0.9, -0.3, -20.3, 0.9, 0.1, -1.6, -2.9, -3.0
- CCOc1ccccc1OCC(=O)Nc1ccc(N2CCCCC2)cc1
→ -3.5, 3.5, 6.1, 0.9, 2.3, 6.6, -0.4, -0.4, -2.1, x
- Cc1c(NS(=O)(=O)c2ccccc2)cc(Cl)c(O)c1C
→ -10.8, -0.5, -4.1, 1.9, -11.6, 17.5, -0.1, -1.4, 0.1, x
- CCCc1cc(=O)[nH]c(SCc2nc3ccccc3o2)n1
→ 5.7, 1.7, -5.3, 1.0, -13.6, -14.8, 0.1, -0.7, 6.3, -3.6
- Cn1ccnc1-c1nnn(-c2ccc(F)cc2)n1
→ -4.8, 0.7, 4.1, 0.3, -14.5, -7.8, -0.7, -0.3, -3.0, 23.7
- CC(C)c1nnc(NC(=O)c2cccc(NC(=O)C(F)(F)F)c2)s1
→ -5.2, 4.3, -9.3, 0.2, -10.3, -1.2, -0.3, 0.5, 0.4, 35.4*
- Cc1cc2n(n1)C(c1ccccc1)CC(c1ccc(Br)cc1)=N2 (stereo not given)
→ 4.8, x, 4.2, 3.7, -5.2, -1.6, 2.0, -1.5, -3.1, x
- CCOc1cc2[nH]c(=S)n(CCCOC)c(=O)c2cc1OCC
→ -5.5, 2.6, -11.7, 0.9, 1.2, 12.5, 1.5, -1.4, -3.8, x
- CC(OC(=O)c1nc(Cl)ccc1Cl)C(=O)c1ccccc1 (stereo not given)
→ -0.6, -1.6, -4.2, -0.3, -1.9, -2.1, 0.6, -0.9, -5.4, -5.8
- COc1cc2ncnc(NCc3ccco3)c2cc1OC
→ -4.5, 2.0, -1.1, -0.4, -0.8, -13.1, 1.5, -1.2, -1.8, -2.3
- CC(C)CC1(C(=O)NCc2cc(F)cc(C(F)(F)F)c2)C=CCN1C(=O)c1ccccc1 (stereo not given)
→ 1.5, 2.6, 18.8, 2.4, 0.4, -4.6, -2.1, -1.2, -2.9, 0.6
- COC(=O)C1CSc2[nH]c(=O)sc2C1c1ccc(OC)c(OC)c1 (stereo not given)
→ -5.1, 2.2, 5.9, 3.2, 14.0, -6.1, 0.8, -0.1, 0.7, x
- Cc1cc(C(=O)Nn2c(-c3ccc(Br)cc3)nc3ccccc3c2=O)ccc1[N+](=O)[O-]
→ 8.0, 2.1, 7.2, 4.8, -3.6, 4.4, 1.8, -2.5, 9.5, 0.2
- O=C(Nc1cccc([N+](=O)[O-])c1)C1CC(=O)N(C2CCCCC2)C1 (stereo not given)
→ 8.6, 3.5, -6.0, 1.0, -11.2, 6.6, -0.2, -0.8, 0.6, -2.6
- COc1ccc(CN(C)CC(=O)NCC(=O)Nc2c(C)cccc2C)cc1
→ 0.3, 2.1, -2.7, 1.8, -5.5, 1.8, 1.0, 0.4, 0.9, -1.9
- C=C(C)c1cccc(C(C)(C)NC(=O)N(Cc2ccccc2)Cc2ccco2)c1
→ 0.5, 2.6, -9.1, 2.7, -17.9, -1.1, 3.4, -0.6, -21.0, x
- CN(C)CCCN(C(=O)COc1ccccc1)c1nc2cc3c(cc2s1)OCCO3
→ 4.5, 0.6, 13.7, 1.5, -18.8, 9.1, -0.4, -6.2, 0.2, 3.8
- O=C(Nc1nc(-c2cccc([N+](=O)[O-])c2)cs1)C(c1ccccc1)c1ccccc1
→ 10.3, 0.5, 2.7, 0.9, -1.8, 4.0, -1.3, -0.5, -5.7, x

Other compounds follow:
Second line of a record: Tat export inh, phage Ecoli inh, Rtt109 HAT inh, AddAB inh, PvdQ inh, PfHsp90 set2, Ecoli viability, CAL PDZ FP, DAGLB inh, Wnt bcat act
- O=C(Nc1ccccc1C(=O)NC(Cc1ccc(O)cc1)C(=O)O)c1ccccc1 (stereo not given)
→ -0.7, 4.8, 2.9, -0.5, 22.9, 6.2, -3.7, -0.7, 0.3, 0.3
- O=C(C1=C(O)C(=O)N(CCN2CCOCC2)C1c1ccc(Cl)cc1)c1cc2ccccc2o1 (stereo not given)
→ -3.3, -1.8, 20.8, 3.5, -7.9, -0.8, -2.6, -3.9, 0.3, 6.5
- COc1ccc(CCCC(=O)NC(C)c2ccccc2)cc1 (stereo not given)
→ -7.0, 1.5, -2.7, 2.6, 4.9, -31.8, 0.0, -0.7, -3.0, -4.0
- O=C(COC(=O)CSc1ccccc1)NCCNC(=O)COC(=O)CSc1ccccc1
→ 1.2, 3.2, 10.2, -0.2, 15.4, -27.6, -0.9, -1.8, -2.1, -0.1
- Fc1ccc(Oc2cnc3ccccc3n2)cc1
→ -7.1, 1.5, -1.1, 2.6, -16.2, 1.0, 1.4, -0.8, -6.8, 2.0
- CC(C)CNC(=S)NC1CC2CCC(C1)N2Cc1ccccc1 (stereo not given)
→ -1.5, 0.3, 39.7, 2.3, 7.0, -2.2, 2.6, -1.7, 1.3, x
- COc1ccc(C(CNC(=O)c2ccc(C)c(S(=O)(=O)N3CCOCC3)c2)N2CCCC2)cc1 (stereo not given)
→ -3.8, 0.8, -2.2, x, -13.2, x, x, -0.2, -0.3, -0.1
- CCn1c(SCC(=O)Nc2ccc(Br)cc2)nc2sc3c(c2c1=O)CCN(C)C3
→ 4.2, 0.2, 51.8*, 4.2, -15.1, -6.3, 0.9, -7.0, -5.8, -3.5
- COc1ccc(OCc2cc(C(=O)NCC3CCOCC3)no2)c(Cl)c1
→ 8.3, -1.7, -6.6, 2.6, -7.3, -30.2, 2.8, -1.9, 1.5, 13.7
- CC(C)(C)c1csc(Sc2ccc([N+](=O)[O-])cn2)n1
→ 5.9, 4.1, -5.2, 2.0, 16.1, 3.3, 1.6, -0.9, -15.6, 3.7
- CCOC(=O)C1CCCN(CC(=O)Nc2cccc(C(C)=O)c2)C1 (stereo not given)
→ -2.2, 3.4, -0.4, -2.5, -1.0, 2.6, 0.3, -3.3, 0.5, 0.0
- Cc1ccc(-c2nc3ccccc3c(=O)n2Cc2ccccc2)cc1
→ -2.3, 2.9, 16.3, 1.0, 2.7, -28.4, -1.4, -1.0, -6.2, x
- COc1cccc(NC(=O)CSc2nnc(-c3cccc(OC(C)C)c3)n2N)c1
→ 2.5, -1.2, 16.5, 1.9, -1.3, -4.6, -1.0, -5.3, -4.8, 16.5
- Cc1cc(NC(=O)CSc2ncnc3c2cnn3-c2ccccc2)no1
→ -3.1, 2.3, 25.3, 1.4, 3.8, -10.4, 1.3, -0.4, -2.8, -1.6
- CCOc1ccc(NC(=O)Cn2nnc3c(cnn3-c3ccc(F)cc3)c2=O)cc1
→ -4.5, 0.9, -6.4, 2.5, -7.9, 7.9, 1.8, -2.1, -2.7, -0.9
- CSCc1c(C(=O)OCC(=O)c2ccc[nH]2)oc2ccccc12
→ -1.8, 5.6, -1.8, x, 2.1, x, x, -2.1, -1.0, -2.5
- Cc1ccc(NC(=S)NCc2ccc(S(N)(=O)=O)cc2)cc1Cl
→ -8.8, 0.5, -9.6, 2.4, -9.4, 4.2, 0.8, -1.3, 1.9, -0.3
- Cc1cc(C(F)(F)F)n2[nH]c(=O)c(N=Nc3ccccc3)c2n1
→ 5.7, 3.4, -0.3, -0.7, 7.7, -4.3, -0.7, -0.6, 3.6, -1.6
- CC(C)(C)c1ccc(C(=O)NCCCNC(=O)c2cccnc2)cc1
→ 6.5, 0.5, -1.4, 1.3, -11.9, -43.6, -0.2, -0.5, -0.3, -4.0
- COc1ccc(N=Nc2nc(-c3ccccc3)c(-c3ccccc3)[nH]2)cc1
→ -1.2, 4.3, -3.8, 4.1, -12.6, -22.7, 2.4, -0.5, 25.2, -0.5
- COc1ccc(CCNC(=O)c2cnn3c(C(F)F)cc(C)nc23)cc1OC
→ 3.7, 3.3, -2.5, -1.4, -12.8, 22.9, -3.4, -1.8, -0.2, -0.9
- CC(=O)N1c2ccc(S(=O)(=O)NCC3CCC(C(=O)NC4CCC(C)CC4)CC3)cc2CC1C (stereo not given)
→ -1.9, 3.2, 1.7, -0.9, -2.1, 8.1, -1.6, -3.1, -2.3, -1.7
- CCN(CC)S(=O)(=O)c1ccc(OCC2CCCCO2)c([N+](=O)[O-])c1 (stereo not given)
→ 8.5, 2.8, -4.1, 2.1, -12.4, 31.6, -2.7, -2.7, -2.4, 1.6
- COc1ccc(CNC(=O)C/C(C)=N/NC(=O)COc2ccc(C)cc2Br)cc1
→ -8.2, 0.5, 0.0, 1.4, -0.6, -14.5, 0.4, -7.7, 2.9, -0.8
